Screening results deposited in PubChem BioAssay by National Center for Advancing Translational Sciences (NCATS).
Glioma ERSR ind: ER stress response induction in glioma | hit rate 0.02% among 420,000 | Potency, µM, for the others: at the highest dose activation, actives largely listed as activators | U87-MG GRP78 promoter luciferase reporter, 16 h; note: potency is the fitted concentration of half-maximal effect; series mostly up to about 76 µM; % of control where 0% means no effect; nearly all actives have a fitted effect of over 35% in size
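Stably transfected U87-MG human glioma cells carrying a GRP78-based luminescent sensor were seeded at 1000 cells/well, pin-dosed with compounds and incubated 16 h. Luciferase reagent was then added, and end-point luminescence was read after 10 min at room temperature.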
LDHA block: LDHA (human) enzyme inhibition; activity change, % (values are at about 110 or 230 µM); hit rate 0.15% among 480,000; purified LDHA, NADH/diaphorase-resazurin fluorescence; hits give low values; AID 1347041; in the data active = activity change below about -30%; inconclusive = mostly about -25% to -30%;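 note: plate controls were DMSO wells for no effect and wells without enzyme for full effect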
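Enzyme activity of human lactate dehydrogenase 5 (2 nM; 0.06 mM NADH, 0.2 mM pyruvate, 5 min, RT) is measured via a resazurin/diaphorase fluorescence readout of residual NADH.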
ERG Ets-DNA blk: ERG Ets/DNA interaction inhibition. Potency, µM (doses to about 76.9 µM), without a hit: top-dose FP activity, negative = inhibition, most hits filed as inhibitors. AID 624246. fluorescence polarization, His-ERG Ets domain / labelled DNA. hit rate 0.028% among 370,000; active = well fitted inhibition curve with a large enough effect in the polarisation, with a control signal flat; inconclusive = small, poorly fitted or top-dose-only effect, or effect the other way, or a change in a side signal; inactive = no such curve, though single readings can be large or run the other way; the % refers to the polarisation;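 note: polarization taken with two DNA probes labelled with fluorescein and Texas red; potency is the fitted concentration of half-maximal effect; % of control where 0% means no effect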
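His-tagged ERG Ets domain (1 uM in the protein solution; 300mM KCl, 50mM Tris-HCl, 1mM EDTA, 1mM DTT, pH 7.5) received compound, then a probe mix of 5 nM fluorescein-DNA and 100nM Texas-615-DNA. Fluorescence polarization was read for both dyes.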
D2 ag: activates the human D2 dopamine receptor; P14416; HEK293 T-REx D2 cells, calcium flux agonist mode; activation, % at 2 µM; hit rate 0.53% among 340,000;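 active = activation over 3 SD above normal in the single-dose calcium agonist read, cut at about 30% in these data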; note: 0% is about no effect
Target sequence (P14416 whole entry, looked up): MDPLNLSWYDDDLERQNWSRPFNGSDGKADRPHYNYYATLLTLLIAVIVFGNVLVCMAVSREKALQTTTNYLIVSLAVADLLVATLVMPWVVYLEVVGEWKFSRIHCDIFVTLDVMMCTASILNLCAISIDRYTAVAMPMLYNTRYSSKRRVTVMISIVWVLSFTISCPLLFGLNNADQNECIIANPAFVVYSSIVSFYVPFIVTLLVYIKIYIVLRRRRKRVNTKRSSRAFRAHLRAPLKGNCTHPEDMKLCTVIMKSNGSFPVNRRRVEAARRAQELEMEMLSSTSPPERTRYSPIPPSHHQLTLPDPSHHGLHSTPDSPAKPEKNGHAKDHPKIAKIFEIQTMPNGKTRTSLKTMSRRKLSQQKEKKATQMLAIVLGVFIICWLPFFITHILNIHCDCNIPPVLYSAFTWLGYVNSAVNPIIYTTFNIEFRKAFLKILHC
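Tetracycline-induced HEK293 T-REx cells with force-coupled D2 receptor, plated overnight at 30 C, loaded with no-wash calcium dye. After a 10 s baseline, compound was pin-added and calcium flux read kinetically for 180 s; calcium rises flagged agonists.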
D2 antag: antagonizes the human D2 dopamine receptor; P14416; HEK293 TREx D2 cells, calcium flux, dopamine EC80; inhibition, % at 10 µM; hit rate 2% among 340,000; AID 485344; in the data active = inhibition above about 30%; note: 0% is about no effect
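Dopamine at EC80 is the agonist stimulus; test compounds precede it by 180 s. Calcium flux read kinetically in a force-coupled, inducible HEK293 T-REx D2 cell line.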
Vif-A3F inh: Vif-A3F binding inhibition | HeLa A3F-eYFP + Vif (tagged APOBEC3F with the HIV-1 protein that degrades it), YFP fluorescence increase | Potency, µM (titrated, usually from 46.1 µM), without a hit: at the highest dose activity, negative = active | hit rate 0.2% among 390,000; note: potency is the fitted concentration of half-maximal effect; % of control where 0% means no effect; nearly all actives have a fitted effect of over 65% in size
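Fluorescence increase (Ex 488/Em 500-530) after overnight compound treatment at 37 deg C flags inhibition of Vif-driven A3F-eYFP loss in stable HeLa A3F-eYFP/Vif cells seeded overnight beforehand.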
Vif-A3G inh: Vif-A3G binding inhibition; Q9HC16; HeLa A3G-eYFP + Vif (tagged APOBEC3G with the HIV-1 protein that degrades it), YFP fluorescence, overnight; Potency, µM (top dose mostly 46.1 µM), for inactives: at the highest dose activity, negative = active, actives largely listed as inhibitors; hit rate 0.076% among 410,000; AID 602310;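 note: potency is the fitted concentration of half-maximal effect; % is set by controls: 0 for no effect and ±100 for the full control effect; nearly all actives have a fitted effect of over 60% in size; hits raise eYFP signal because A3G escapes Vif-driven loss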
Target sequence (Q9HC16 whole entry, looked up): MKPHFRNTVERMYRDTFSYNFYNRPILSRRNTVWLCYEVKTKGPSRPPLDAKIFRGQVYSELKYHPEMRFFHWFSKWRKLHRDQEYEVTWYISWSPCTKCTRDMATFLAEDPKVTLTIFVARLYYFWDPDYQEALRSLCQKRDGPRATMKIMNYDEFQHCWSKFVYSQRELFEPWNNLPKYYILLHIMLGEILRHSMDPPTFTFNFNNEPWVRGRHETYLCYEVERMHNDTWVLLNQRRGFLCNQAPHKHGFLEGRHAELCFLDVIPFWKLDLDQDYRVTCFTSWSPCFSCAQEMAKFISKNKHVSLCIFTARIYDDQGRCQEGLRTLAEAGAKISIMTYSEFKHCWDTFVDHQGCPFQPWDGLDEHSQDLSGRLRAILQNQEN
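HeLa cells stably expressing Vif and C-terminally eYFP-tagged A3G, seeded overnight at 37 deg C, then exposed to compound by pintool overnight at 37 deg C. Rise in yellow fluorescence (Ex 488/Em 500-530, Acumen) marks blocked Vif-driven A3G degradation.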
RGS4 inhibitor: blocks human RGS4-accelerated GTP hydrolysis. P49798. Transcreener GDP fluorescence polarization, RGS4-accelerated GTP hydrolysis. Potency, µM (series often up to 114 µM), without a hit: top-dose activity change, negative = inhibition, most hits filed as inhibitors. hit rate 0.039% among 390,000; note: potency is the fitted concentration of half-maximal effect; % is set by controls: 0 for no effect and ±100 for the full control effect; nearly all actives have a fitted effect of over 75% in size; some results filed as inactive show a strong effect at the top dose
Target sequence (P49798 whole entry, looked up): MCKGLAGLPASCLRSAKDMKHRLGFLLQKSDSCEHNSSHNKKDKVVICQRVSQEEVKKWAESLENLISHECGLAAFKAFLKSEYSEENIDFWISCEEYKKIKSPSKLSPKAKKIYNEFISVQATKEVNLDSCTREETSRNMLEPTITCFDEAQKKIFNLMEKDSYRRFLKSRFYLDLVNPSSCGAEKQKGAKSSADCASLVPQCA
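MLSMR compounds (23 nl, pin-transferred) preincubated 10 min at room temperature with a 500nM (2x) first reagent, then RGS4 at 900nM (2x) plus Transcreener GDP mix added; fluorescence polarization (620/688 nm) read before and after 90 min at 30 °C.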
ALOX12 inh: blocks human arachidonate 12S-lipoxygenase; Potency, µM (doses to about 108 µM), for the others: at the top dose activity change, negative = inhibition, most hits filed as inhibitors; purified 12hLO, xylenol orange hydroperoxide absorbance; AID 1671190; hit rate 1.1% among 580,000; P18054; note: potency is the fitted concentration of half-maximal effect; % is set by controls: 0 for no effect and ±100 for the full control effect
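Hydroperoxide product was detected by ferrous iron/xylenol orange as the 573 to 405 nm absorbance ratio. Arachidonic acid at 40 uM (final) was turned over for 30 min at room temperature by 150 nM human 12hLO, pH 7.0 Hepes buffer, after 15 min compound preincubation.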
* = called active by the depositor; ? = inconclusive; nt = not tested or not shown; & = joins results of further samples; [ ] = remark or other dose. Unless noted, calls come from the whole dose curve; as a rule, active = well fitted curve in the direction sought with a large enough effect; inconclusive = small, poorly fitted or top-dose-only effect, or another doubt; inactive = no such curve, though single readings can be large; an effect the other way counts as inactive or inconclusive. Some of the compounds tested (hit frequency here may not be typical).

SMILES	Glioma ERSR ind	LDHA block	ERG Ets-DNA blk	D2 ag	D2 antag	Vif-A3F inh	Vif-A3G inh	RGS4 inhibitor	ALOX12 inh
CS(=O)(=O)N(CC(=O)Nc1cccnc1)c1ccc2c(c1)OCO2	-2.9%	-3.0	0.8%	0.6	13.5	-9.3%	-2.1%	-7.9%	0.3%
COc1ccc(NC(=O)C/C(C)=N/NC(=O)C(=O)NC2CCCCC2)c(OC)c1	0.6%	-4.1	5.0%	0.3	-1.5	8.1%	-1.2%	-10.9%	1.3%
CCCCOc1ccc(C(=O)N(Cc2ccccc2)C2CCS(=O)(=O)C2)cc1 (stereo not drawn)	-4.1%&-1.9%	-8.1&7.0	4.2%&-6.9%	-0.7&0.4	-1.9	0.8%&-1.7%	-3.3%&4.2%	-1.9%&5.3%	-2.5%&-21.9%
Cn1cc(CN2CCN(Cc3cccnc3)CC2)c(-c2ccc3c(c2)OCCO3)n1	-0.9%	-3.9	35.1%[activator]	-1.9	-5.6	9.2%	-0.5%	10.6%	-1.4%
Cc1cc(C)c(S(=O)(=O)N2CCOC2CNC(=O)C(=O)NCCN(C)C)c(C)c1 (stereo not drawn)	-5.3%	-7.6	-11.3%	-0.9	-9.3	1.9%	2.8%	-16.5%	?
COC(=O)C(NC(=O)c1ccc(OC)cc1)(Nc1ncc(S(=O)(=O)c2ccc([N+](=O)[O-])cc2)s1)C(F)(F)F (stereo not drawn)	-4.3%	0.6	-5.1%	0.0	-21.7	0.5%	-3.4%	0.1%	nt
CCCCn1c(=O)[nH]c(=O)c2c1nc(Cn1ncc(Cl)c(Cl)c1=O)n2CCC	-19.0%	-1.5	-1.8%	-1.1	0.4	3.4%	-0.1%	?	-13.3%
Cc1ccc(C)c2[nH]c(=O)c(CCNC(=O)CC(C)C)cc12	-1.8%	-5.6	1.2%	0.2	-4.2	2.2%	0.6%	19.4%	5.8%
CCOc1ccc(N(CC(=O)NC2CCCCC2)C(=O)CCC(=O)Nc2ccccn2)cc1	-4.6%	-1.2	-6.2%	-0.4	-18.2	3.9%	0.8%	5.2%	-12.5%
CCCN1C(=O)C(Cc2nc3ccccc3c(=O)n2-c2ccccc2)c2ccccc21 (stereo not drawn)	-0.6%	-3.6	-3.1%	2.6	-5.9	-1.3%	0.8%	-40.7%	-19.5%
CCn1c(C)nc2cc(C(=O)NNC(=O)Nc3ccc(Cl)cc3)ccc21	-5.4%	-13.9	-3.3%	0.0	1.9	2.0%	-0.4%	-10.7%	-0.9%
CCN(CC)CCNC(=O)C(=O)NCC1OCCN1S(=O)(=O)c1ccc2c(c1)OCCO2 (stereo not drawn)	1.5%	-2.2	0.6%	-0.1	8.8	-4.2%	3.5%	2.6%[11.4 µM]	-8.1%
Cc1ncc(CO)c(/C=N/Nc2ccc(C(F)(F)F)cn2)c1O	-5.1%	2.9	2.6%	-0.2	-3.4	10.0%	7.4%	?	?
O=C(Cn1c2ncccc2c(=O)n1-c1ccccc1)Nc1ccc(Cl)cc1C(F)(F)F	-1.5%	-7.7	-4.1%	0.1	nt	-2.7%	1.0%	-5.2%	7.8%
O=c1c(-c2ccccc2)c(-c2ccccc2)oc2cc(O)cc(O)c12	-2.6%	4.1	-0.1%	-2.9	3.6	11.2%	1.1%	0.4%	0.0%
CCOc1ccc(NC2=NCC(=O)N2CCc2ccccc2)cc1	-1.5%	-2.6	-0.8%	0.7	10.1	0.9%	1.3%	33.8%	-12.0%
Cc1ccc(OCc2ccc(C(=O)Nc3nccs3)o2)cc1	4.3%	-10.9	3.9%	0.3	-5.6	-0.6%	-6.5%	5.1%	-18.8%
COc1ccc(C(=O)CCN2CCC(C)CC2)cc1	-8.2%	-3.8	17.5%	1.5	13.4	4.0%	-4.7%	-5.4%	-14.5%
CC(=O)c1ccc(NC(=O)CNCc2cccs2)cc1	-0.8%	-18.2	-1.7%	2.1	23.7	2.3%	-1.6%	-39.3%	?
CC(C)OCCCNC(=S)NNC(=O)C(c1ccccc1)c1ccccc1	-3.7%	-0.6	8.6%	0.5	-0.8	11.7%	0.3%	-17.7%	2.2%
CC(C)[C@@H](C(=O)N[C@@H](Cc1ccccc1)C(=O)O)N1C(=O)N2CCc3c([nH]c4ccccc34)[C@@]2(C)C1=O	-1.8%	-2.3	4.3%	0.7	-3.2	-2.4%	0.3%	6.7%	-11.6%
CCc1ccc(/C=N/n2c(C)cc(C)c(C#N)c2=O)cc1	3.2%	-2.9	0.4%	0.5	-5.3	2.8%	-0.4%	8.0%	-9.0%
O=C(CCNS(=O)(=O)c1ccc(Cl)cc1)N1CCCCCC1	-5.9%	-3.0	6.9%	0.4	4.6	3.2%	-5.5%	2.0%	125.5%[activator]
Cc1ccc(NS(=O)(=O)c2coc(C(N)=O)c2)cc1F	-3.9%	-4.8	3.6%	0.7	4.9	-2.0%	1.0%	?	319.3%[activator]
COc1cccc(C(=O)CSc2nnc(COc3cccc4cccnc34)o2)c1	-2.9%	0.6	nt	0.8	-10.7	-0.3%	2.7%	-11.6%	0.1%
CC(C)(C)c1ccc(O)c(N=Cc2cc3c(cc2[N+](=O)[O-])OCO3)c1	0.3%	13.0	-4.3%	0.8	-0.7	-24.5%	1.4%	-36.2%[56.9 µM]	35.5µM*
NC(=O)C1CCCN(C(=S)Nc2cccc3ccccc23)C1 (stereo not drawn)	-0.6%	16.3	12.9%	0.7	-24.9	-3.0%	4.4%	-22.7%	-0.8%
CCCC1NC(=O)c2cccnc2-n2c1nc1ccc(C)cc1c2=O (stereo not drawn)	-5.9%	-1.1	nt	nt	nt	-2.2%	0.0%	nt	-6.1%
Cn1nccc1C(=O)Nc1ccc(S(=O)(=O)N2CCCC2)cc1	-4.1%	-6.1	6.6%	0.8	1.0	10.8%	4.9%	-3.6%	-4.1%
CS(=O)(=O)N(Cc1ccccc1)c1ccc(C(=O)Nc2ccccc2C(=O)O)cc1	0.8%	-6.4	0.6%	1.1	12.9	1.4%	-4.8%	0.8%	29.0%
COc1cc(C(=O)NNC(=O)c2ccco2)cc(OC)c1OC	-0.4%	3.7	-3.4%	6.8	-4.9	-6.5%	-0.9%	26.0%	-2.1%
CC1OC(Nc2ccc(N=Nc3ccccc3)cc2)C(O)C(O)C1O (stereo not drawn)	2.5%	-7.5	-2.5%	0.4	-4.7	1.6%	2.3%	-5.4%	-5.1%
O=Cc1ccc(N2Cc3ccccc3C2)cc1	1.1%	-1.9	-3.6%	0.2	-30.8	-9.1%	0.7%	-13.5%	?
Cc1cc(C)c(S(=O)(=O)n2c([N+](=O)[O-])cnc2C)cc1C	-2.8%	-7.5	3.6%	0.1	-11.2	-1.9%	-0.5%	9.6%	-12.2%
O=C(CN1CCN(c2nc(-c3ccccc3)cs2)CC1)NCc1ccc2c(c1)OCO2	-3.8%	-1.6	-1.9%	-0.9	22.0	-3.9%	0.3%	2.9%	-9.6%
COc1ccc(-c2csc(NC3OC(=O)c4c3ccc(OC)c4OC)n2)cc1OC (stereo not drawn)	-9.9%	-4.4	15.6%	21.4	11.1	0.9%	?	-21.9%	127.7%[activator]
CCN(CC(=O)Nc1c(F)cccc1F)C(=O)C1CCCO1 (stereo not drawn)	-2.0%	-2.1	nt	nt	nt	-0.3%	0.2%	nt	16.4%
Clc1cccc(Cc2c(-c3cccc(Br)c3)nc3ccc(Cl)cn23)c1	4.1%	-5.1	nt	nt	nt	nt	-0.5%	nt	?
COc1cc(OC)c(NC(=O)c2nn(C)c3c2COc2ccccc2-3)cc1Cl	0.1%	-0.2	-0.7%	-1.7	nt	-3.6%	-0.7%	-28.7%	0.0%
COC(=O)Cc1ccc(Oc2ncc(C(F)(F)F)cc2Cl)cc1	1.5%	-4.3	-16.6%	0.5	-12.5	-0.1%	3.8%	8.3%	-8.2%
CC(=O)c1cccc(NC(=O)COC(=O)c2ccc(S(C)(=O)=O)c([N+](=O)[O-])c2)c1	-11.5%&-15.2%	-10.0&0.6	-2.5%	0.0	-5.1	8.6%	?	-4.4%&16.5%	0.4%
Cc1cc(C(=O)Nc2ccccc2C(=O)O)oc1C	3.3%	-2.0	-3.4%	-0.9	-3.5	6.7%	0.7%	18.2%	?
Cc1ccc(-n2nc3c(=O)n(CCCC(=O)NCCc4ccccc4C)nc(C)c3c2C)cc1	-2.6%	-0.6	10.9%	0.3	-2.1	-5.8%	3.1%	-14.4%	3.9%
CC(=O)c1cccc(OCC(=O)N2CCCc3ccccc32)c1	3.2%	-6.7	-5.7%	-0.3	-10.5	14.0%	0.0%	-17.3%	-0.1%
COc1ccc(OC)c(CCNC(=O)CCn2c(=O)c3cccn3c3cccnc32)c1	-1.4%	-8.3	-4.7%	-0.7	nt	-6.6%	-4.6%	15.1%	-23.3%
